Assay outcomes: PubChem BioAssay, several laboratories
RGS8-Gao: human RGS8-Galphao interaction regulation. multiplexed bead flow cytometry, RGS8-Galphao binding; actives lie on both sides. response (percent of control binding), % at 10 µM. 220,000 tested, 0.34% active. AID 1423; in the data active = response below about 60% or above about 140%; inactive = in between;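 also: Galphao activated as the GDP aluminium fluoride complex binding bead-coupled RGS8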
Pf gamet viab: kills late stage P. falciparum gametocytes; P. falciparum stage V gametocytes, ATP luminescence, 24 h; inhibition, % at 10.9 µM; 150,000 tested, 0.065% active; AID 743093;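 active = inhibition above the mean plus 3 SD of compounds within the control limits, set per campaign, cut at about 38% in these data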;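 also: 0% = DMSO wells and 100% = medium only without gametocytes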
ABCG2 block: blocks JC-1 efflux by human ABCG2 transporter | IgMXP3 cells, flow cytometry | inhibition, % at 6.6 µM | 190,000 tested, 0.1% active | AID 1325;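 active = inhibition above 80%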;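 also: 0% = DMSO and 100% = nicardipine control wells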
Target sequence (Q9UNQ0 whole entry, looked up): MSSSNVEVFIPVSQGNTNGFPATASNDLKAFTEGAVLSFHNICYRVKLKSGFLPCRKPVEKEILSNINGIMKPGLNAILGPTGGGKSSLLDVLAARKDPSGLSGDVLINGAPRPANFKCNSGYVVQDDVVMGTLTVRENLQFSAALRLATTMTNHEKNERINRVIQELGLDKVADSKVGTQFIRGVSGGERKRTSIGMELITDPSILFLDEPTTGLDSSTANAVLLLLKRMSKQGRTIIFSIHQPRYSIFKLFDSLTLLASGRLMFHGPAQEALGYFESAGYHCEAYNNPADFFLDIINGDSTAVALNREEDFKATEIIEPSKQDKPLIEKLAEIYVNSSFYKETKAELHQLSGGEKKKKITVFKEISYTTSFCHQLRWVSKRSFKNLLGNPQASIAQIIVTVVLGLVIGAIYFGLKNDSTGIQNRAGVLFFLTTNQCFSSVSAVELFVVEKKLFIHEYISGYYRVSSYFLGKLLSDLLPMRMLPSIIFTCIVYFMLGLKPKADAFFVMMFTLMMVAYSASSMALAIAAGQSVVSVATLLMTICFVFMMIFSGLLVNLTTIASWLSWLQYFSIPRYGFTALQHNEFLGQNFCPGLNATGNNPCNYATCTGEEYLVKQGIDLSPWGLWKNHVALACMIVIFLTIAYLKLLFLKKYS
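Test system: IgMXP3 (ABCG2) plus far-red-tagged CCRF-Adr (ABCB1) cells / Amount: 3 million cells/mL in well / Reagent: JC-1 transporter substrate / Timing: 10 min compound exposure, 25 °C / Signal: flow cytometry, 530 nm JC-1 signal / Read-out: percent efflux inhibition, scaled nicardipine 100% to DMSO 0% / Benchmarks: nicardipine as high control, DMSO as low control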
GSH bead fluor: GSH bead compound fluorescence profile | GSH beads flow cytometry, compound fluorescence 488/530 nm; hits give high values | fluorescence (KMESF) at 10 µM | 190,000 tested, 0.25% active | AID 1776; in the data active = fluorescence above about 89;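 also: glutathione beads carrying GST-tagged Bcl family fusion proteins plus one bare bead set; values are compound well signal with DMSO vehicle wells as background; inactives centre near 16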
RGS4-Gao reg: modulates binding of RGS4 to human Galphao | 220,000 tested, 0.33% active | P09471 | binding response (% of control), % at 10 µM | Multiplexed bead flow cytometry; actives lie on both sides | AID 1415; in the data active = binding response below about 49% or above about 150%; inactive = in between;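 also: fluorescent Galphao activated with aluminum fluoride binding bead-coupled RGS4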
RGS7-Gao reg: regulators of human RGS7-Galphao interaction; P09471; Multiplexed bead flow cytometry, RGS7-Galphao binding; actives lie on both sides; binding response (% of control), % at 10 µM; 220,000 tested, 0.35% active; AID 1439; in the data active = binding response below about 49% or above about 150%; inconclusive = no clear call, values can overlap the other calls; inactive = in between;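 also: fluorescent Galphao held in activated GDP-AlF4 state binding bead-coupled RGS7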
Avidin bead fluor: compound fluoresces at 488/530 nm on avidin beads. compound fluorescence 488/530 nm, flow cytometry; hits give high values. fluorescence (KMESF) at 10 µM. 220,000 tested, 0.38% active; in the data active = fluorescence above about 47; also: inactives centre near 10
Mcl1-Noxa inh: disrupts binding of human Mcl-1 to Noxa peptide; TR-FRET Mcl-1/Noxa peptide binding, 2 h; inhibition, % at 21.7 µM; 220,000 tested, 1.5% active;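 active = compounds that cut the protein-peptide binding signal by more than 50% relative to plate controls in a single-dose test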;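 also: His-tagged Mcl-1 with rhodamine Noxa BH3 peptide and terbium anti-His antibody; 0% = Mcl-1 plus Noxa peptide wells and 100% = peptide-only wells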
Target sequence (Q07820 whole entry, looked up): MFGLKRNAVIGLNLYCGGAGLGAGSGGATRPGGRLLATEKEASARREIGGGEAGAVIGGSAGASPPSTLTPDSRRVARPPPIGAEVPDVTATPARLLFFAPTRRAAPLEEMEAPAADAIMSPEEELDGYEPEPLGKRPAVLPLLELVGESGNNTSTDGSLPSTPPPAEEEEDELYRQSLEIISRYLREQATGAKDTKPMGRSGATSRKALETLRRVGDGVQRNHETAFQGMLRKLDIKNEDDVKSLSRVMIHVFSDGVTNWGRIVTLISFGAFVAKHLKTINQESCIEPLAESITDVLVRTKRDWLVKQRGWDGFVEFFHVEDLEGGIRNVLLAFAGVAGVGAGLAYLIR
ABCB1 block: human ABCB1 inhibition, ABCG2 as counter-screen | AID 1326 | inhibition, % at 6.6 µM | P08183 | 190,000 tested, 0.067% active | CCRF-Adr cells, JC-1 efflux, flow cytometry; in the data active = inhibition above about 40%;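 also: 0% = vehicle and 100% = reference inhibitor; higher value means more JC-1 retained so stronger ABCB1 efflux block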
Mcl1-Bid inh: Mcl-1/Bid interaction inhibition. Q07820. TR-FRET Mcl-1/Bid-Dy647 peptide binding, 1536-well. inhibition, % at 21.7 µM. 220,000 tested, 0.97% active. AID 1021;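 active = compounds that cut the binding signal by more than half at the single screening dose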;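 also: His-tagged Mcl-1 with europium anti-His antibody binding Bid BH3 peptide; 0% = Mcl-1 plus peptide wells and 100% = peptide-only wells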
Bim-Mcl-1: inhibitors of Bim-Mcl-1 interaction, human; Q07820; Bead-based flow cytometry, Bim peptide-Mcl-1 binding; inhibition, % at 10 µM; 190,000 tested, 0.1% active; AID 1009; in the data active = inhibition above about 40%;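 also: 0% = no compound tracer wells and 100% = peptide blocker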
Active calls of the source: *; ? = inconclusive; . = no result given.

Value order – RGS8-Gao	Pf gamet viab	ABCG2 block	GSH bead fluor	RGS4-Gao reg	RGS7-Gao reg	Avidin bead fluor	Mcl1-Noxa inh	ABCB1 block	Mcl1-Bid inh	Bim-Mcl-1
1. Cc1cc(NC(=O)CN2CCC(n3nnc4cc(C(F)(F)F)ccc43)CC2)no1
 : 102	13	0	34	99	99	6	8	0.4	-15	0
2. O=C(Nc1ccccn1)C(=O)N1CCCCC1
 : 87	.	2	96*	89	94	5	14	0.6	8	.
3. CCN(CC(=O)NCc1cccs1)c1ccc(S(=O)(=O)N2CCN(C)CC2)cn1
 : 99	2	.	.	96	?	3	5	.	-17	.
4. CC1CCN(c2nc3ccccc3n2CC(=O)c2ccccc2)CC1
 : 107	.	7	15	107	108	12	14	2.2	8	0
5. COc1ccc2ccccc2c1/C=N/N1C(=O)CSC1=S
 : 105	26	-1	18	103	101	24	2	-0.3	-39	4
6. CCCN1CNC(=S)N(c2ccc(C)cc2C)C1
 : 96	2	.	.	92	?	6	1	.	-26	.
7. COc1ccc(-c2cc3ccccc3oc2=O)cc1NC(=O)c1ccc([N+](=O)[O-])o1
 : 102	-5	0	8	106	94	18	27	0.2	65*	3
8. Cc1ccc(C)c(-n2cc(CNCCCn3cccn3)c(-c3ccccc3)n2)c1
 : 113	-12	2	27	105	107	8	15	1.9	-17	1
9. Cn1c(=O)c(C(=O)COC(=O)c2cc(-c3ccco3)nc3ccccc23)c(N)n(Cc2ccccc2)c1=O
 : 91	.	-4	16	89	94	7	96*	-1.0	-9	2
10. O=C(Nc1ccccc1C(=O)N1CCCC1)c1ccc(Cl)c([N+](=O)[O-])c1
 : 97	15	11	23	101	98	7	-8	1.8	-18	1
11. COc1cc(NC(=O)c2ccc(COCC(F)(F)F)cc2)cc(OC)c1OC
 : 102	-6	7	23	97	98	8	-5	1.2	-39	0
12. CCCCOc1c(C(=O)Nc2ccccc2)nnn1-c1ccccc1
 : 100	-16	19	11	98	98	3	12	7.2	-13	0
13. CC1CC1c1ccc(/C=C(\C#N)C(=O)Nc2cccc(Cl)c2Cl)o1 (stereo unspecified)
 : 98	.	33	11	95	94	12	-17	0.3	9	-5
14. Cc1nn(CCCC(=O)Nc2c(F)cc(F)cc2Br)c(C)c1[N+](=O)[O-]
 : 101	7	3	16	99	97	11	8	0.4	-1	-1
15. CCOC(=O)C1(C)/C(=N/Nc2ccccc2)C(=O)C(=O)N1c1ccccc1 (stereo unspecified)
 : 101	-22	1	12	98	99	12	20	0.2	-8	0
16. Cc1cnc(NS(=O)(=O)c2ccc(Cl)cc2)c(Br)c1
 : 102	22	.	.	103	?	6	-1	.	-9	.
17. Nc1ncnc2c1ncn2CCNCCc1ccccc1
 : 101	-34	-1	33	103	99	17	1	-1.6	-7	-5
18. CCS(=O)(=O)NCCc1cc2c(OC)ccc(OC)c2[nH]c1=O
 : 101	-24	20	29	102	99	27	2	0.6	8	0
19. O=C(COC(=O)c1ccc2c(c1)OCO2)Nc1nc(-c2ccccc2)cs1
 : 101	-31	1	9	104	113	11	-1	0.7	8	3
20. CCC(=O)Nc1ccc2oc(-c3cccc(C)c3)nc2c1
 : 100	4	8	10	103	99	39	-4	0.6	17	0
21. OCC1(CCOc2ccccc2)CCN(Cc2ccc3c(c2)OCCO3)CC1
 : 106	7	0	10	123	134	17	-17	0.1	-20	12
22. Cc1nc(NC(C)C)c2cnn(CCc3ccccc3)c2n1
 : 100	.	5	13	102	100	10	2	0.4	5	-3
23. CC(C)(C)NC(=O)c1ccc2c(c1)N(CC(=O)N1CCN(c3ccc(F)cc3)CC1)C(=O)C(C)(C)O2
 : 100	.	0	26	100	96	6	8	0.4	-61	-4
24. CC(=O)C1=C(C)NC(SCC(N)=O)=C(C#N)C1CC(C)C (stereo unspecified)
 : 100	8	2	19	102	104	6	21	0.4	-31	-4
25. Cc1ccc(-c2noc(CCC(=O)N(C)c3ccccc3C)n2)cc1
 : 101	16	17	18	101	101	31	7	0.3	-6	-3
26. Cc1c(NC(=O)c2cccc(NS(C)(=O)=O)c2)c(=O)n(-c2ccccc2)n1C
 : 103	6	.	.	102	?	5	22	.	-21	.
27. COCCn1c(C)cc(/C=C2\NC(=S)N(C)C2=O)c1C
 : 101	-6	1	10	99	98	4	9	.	-81	0
28. COC(=O)c1nn(-c2ccc3c(c2)CCN3C(C)=O)cc1O
 : 87	.	0	14	98	96	5	8	-0.3	-72	0
29. C/C(CC(=O)N(C(C)C)C(C)C)=N\NC(=O)COc1ccc(Cl)cc1Cl
 : 98	0	8	13	99	98	14	6	2.8	-2	1
30. O=C(OCn1nnc2ccccc2c1=O)c1cn(-c2ccccc2)nc1-c1cccnc1
 : 99	0	2	25	103	102	17	-91	3.6	7	-3
31. COc1cc([N+](=O)[O-])cc(/C=N/NC(=O)c2ccc(C)nc2)c1O
 : 78	-11	-2	11	71	59	6	36	-0.2	-105	1
32. O=C(Nc1ccc2c(c1)OCO2)N1CCN(c2ccccc2Cl)CC1
 : 100	.	2	14	103	99	14	14	0.3	-23	-1
33. O=C(NC(=S)NC1CCS(=O)(=O)C1)c1cccs1 (stereo unspecified)
 : 105	13	-1	6	104	99	3	5	0.1	-8	-1
34. O=C(N/N=C/C=C/c1ccccc1)c1cnccn1
 : 99	.	4	27	97	95	9	.	0.8	-15	-1
35. COc1cc(S(=O)(=O)Nc2cccc(C)c2)ccc1NC(=O)c1cccnc1
 : 104	.	7	6	107	115	24	12	0.7	-14	-2
36. Cc1cc(NC(=O)CSc2nnc(-c3ccncc3)n2-c2ccccc2)no1
 : 100	.	1	9	101	105	5	-3	-0.1	-19	4
37. FC(F)(F)c1cccc(NC(=S)N2CCN(c3ccccn3)CC2)c1
 : 99	.	20	16	100	?	9	11	-0.2	-33	0
38. CCc1ccc(N2C(=O)CC(Cn3nc(C)cc3C)C2=O)cc1 (stereo unspecified)
 : 98	33	.	.	90	?	5	7	.	-11	.
39. Cc1cc(=O)c2ccc(C(F)(F)F)cc2[nH]1
 : 98	-8	.	.	95	?	7	30	.	83*	.
40. CC(c1n[nH]c(=S)n1-c1ccc(F)cc1)N1CCCCC1 (stereo unspecified)
 : 103	-14	-1	10	105	105	9	-9	-0.8	-63	0
41. Cc1nc2nc[nH]n2c(=O)c1CC(=O)O
 : 103	.	0	24	104	102	15	18	0.0	-16	-1
42. CCOC(=O)C1CCCN(C(=S)Nc2ccc(Nc3ccccc3)cc2)C1 (stereo unspecified)
 : 94	0	3	12	99	117	17	9	-0.4	-10	-7
43. O=C(O)c1c[nH]c2ccc(S(=O)(=O)N3CCN(c4ccc(F)cc4)CC3)cc2c1=O
 : 93	.	-2	48	89	91	6	-21	-0.3	6	0
44. C=CCO/N=C/C1=C(O)C(C(=O)OC)C(C)(C)CC1=O (stereo unspecified)
 : 101	3	0	8	99	101	10	22	0.4	5	0
45. COc1ccc(C2C3=C(CC(C)(C)CC3=O)Oc3ncn(Cc4ccccc4)c(=N)c32)cc1 (stereo unspecified)
 : 103	-26	5	11	97	92	15	7	4.4	-19	-2
46. O=C1CC(c2cccc(Br)c2)C2=C(COC2=O)N1 (stereo unspecified)
 : 94	9	8	27	94	89	8	6	1.3	-14	-1
47. CCOC(=O)c1cc(-c2ccc(Cl)cc2)nc2c1c(C)nn2CCC#N
 : 103	.	8	21	103	104	33	14	1.3	2	-5
48. Cn1c(=O)c2c(nc(Sc3ncnn3CC(=O)NC(C)(C)C)n2C)n(C)c1=O
 : 102	14	0	26	101	101	10	11	0.1	2	6
49. O=C(N/C=C/c1ccco1)OCc1ccccc1
 : 100	-7	6	13	101	?	8	4	-0.3	-39	0
50. NS(=O)(=O)c1ccc(CCN2C(=O)/C(=C\c3ccc(Cl)cc3)SC2=S)cc1
 : 102	.	-4	6	100	101	3	14	-0.8	-24	-5

An excerpt of these results, with bars between the fields.
No. | SMILES | RGS8-Gao | Pf gamet viab | ABCG2 block | GSH bead fluor | RGS4-Gao reg | RGS7-Gao reg | Avidin bead fluor | Mcl1-Noxa inh | ABCB1 block | Mcl1-Bid inh | Bim-Mcl-1
39 | Cc1cc(=O)c2ccc(C(F)(F)F)cc2[nH]1 | 98 | -8 | . | . | 95 | ? | 7 | 30 | . | 83* | .
40 | CC(c1n[nH]c(=S)n1-c1ccc(F)cc1)N1CCCCC1 (stereo unspecified) | 103 | -14 | -1 | 10 | 105 | 105 | 9 | -9 | -0.8 | -63 | 0
41 | Cc1nc2nc[nH]n2c(=O)c1CC(=O)O | 103 | . | 0 | 24 | 104 | 102 | 15 | 18 | 0.0 | -16 | -1
42 | CCOC(=O)C1CCCN(C(=S)Nc2ccc(Nc3ccccc3)cc2)C1 (stereo unspecified) | 94 | 0 | 3 | 12 | 99 | 117 | 17 | 9 | -0.4 | -10 | -7
43 | O=C(O)c1c[nH]c2ccc(S(=O)(=O)N3CCN(c4ccc(F)cc4)CC3)cc2c1=O | 93 | . | -2 | 48 | 89 | 91 | 6 | -21 | -0.3 | 6 | 0
44 | C=CCO/N=C/C1=C(O)C(C(=O)OC)C(C)(C)CC1=O (stereo unspecified) | 101 | 3 | 0 | 8 | 99 | 101 | 10 | 22 | 0.4 | 5 | 0
45 | COc1ccc(C2C3=C(CC(C)(C)CC3=O)Oc3ncn(Cc4ccccc4)c(=N)c32)cc1 (stereo unspecified) | 103 | -26 | 5 | 11 | 97 | 92 | 15 | 7 | 4.4 | -19 | -2
46 | O=C1CC(c2cccc(Br)c2)C2=C(COC2=O)N1 (stereo unspecified) | 94 | 9 | 8 | 27 | 94 | 89 | 8 | 6 | 1.3 | -14 | -1
47 | CCOC(=O)c1cc(-c2ccc(Cl)cc2)nc2c1c(C)nn2CCC#N | 103 | . | 8 | 21 | 103 | 104 | 33 | 14 | 1.3 | 2 | -5

(next part)
Value order – RGS8-Gao	Pf gamet viab	ABCG2 block	GSH bead fluor	RGS4-Gao reg	RGS7-Gao reg	Avidin bead fluor	Mcl1-Noxa inh	ABCB1 block	Mcl1-Bid inh	Bim-Mcl-1
51. COc1ccc(OCC(O)CN2C(=O)c3ccccc3S2(=O)=O)cc1 (stereo unspecified)
 : 100	-1	2	26	98	100	9	15	0.2	-4	1
52. O=C(Nc1ccc(N2CCOCC2)c(Cl)c1)c1ccccc1Cl
 : 103	13	7	12	102	103	11	-17	0.6	-20	-1
53. Cc1cccc(Nc2nc(N)c([N+](=O)[O-])c(N3CCOCC3)n2)c1
 : 102	-16	7	6	101	102	3	-2	0.3	-15	0
54. CC(C)c1ccc(OCC(=O)N(c2ccccn2)C2CCCCC2)cc1
 : 103	-11	8	7	102	102	2	-15	2.1	-10	0
55. Cc1nc(CN(C)C(=O)c2cc(COc3ccc4ncccc4c3)on2)cs1
 : 102	8	0	11	101	?	10	8	0.6	-32	0
56. CCOc1ccc(NC(=O)CC2C(=O)N(c3ccc(OC)cc3)C(=O)N2Cc2ccc(OC)cc2)cc1 (stereo unspecified)
 : 98	.	0	15	99	?	8	4	0.4	-18	0
57. c1ccc(Cc2noc(CN3CCC(CN4CCOCC4)CC3)n2)cc1
 : 95	18	0	10	89	93	3	6	-0.2	-17	-6
